High-throughput results (PubChem BioAssay)
LmPK inh: LmPK (Leishmania mexicana) enzyme inhibition; purified LmPK, Kinase-Glo ATP luminescence, 1 h; Potency, µM (top dose mostly 57.5 µM), without a hit: at the top dose activity change, negative = inhibition, usual class: inhibitors; 290,000 compounds, 0.37% hits; note: potency is the fitted concentration of half-maximal effect; % is set by controls: 0 for no effect and ±100 for the full control effect
Target sequence (Q27686 whole entry, looked up): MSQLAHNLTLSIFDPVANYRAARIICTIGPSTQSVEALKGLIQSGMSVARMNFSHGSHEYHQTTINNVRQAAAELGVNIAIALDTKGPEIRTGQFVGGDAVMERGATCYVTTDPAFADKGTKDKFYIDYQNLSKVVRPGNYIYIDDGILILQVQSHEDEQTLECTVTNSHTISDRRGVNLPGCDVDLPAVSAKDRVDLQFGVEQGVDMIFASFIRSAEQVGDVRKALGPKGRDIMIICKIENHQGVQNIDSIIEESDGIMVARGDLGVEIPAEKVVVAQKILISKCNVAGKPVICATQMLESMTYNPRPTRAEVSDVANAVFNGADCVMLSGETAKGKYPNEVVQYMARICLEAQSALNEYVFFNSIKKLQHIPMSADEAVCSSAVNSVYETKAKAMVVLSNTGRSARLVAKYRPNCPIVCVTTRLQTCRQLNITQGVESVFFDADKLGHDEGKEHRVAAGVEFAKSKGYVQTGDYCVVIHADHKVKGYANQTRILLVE
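Purified LmPK (0.1 nM) with 0.5 mM PEP and 0.1 mM ADP in imidazole buffer pH 7.2 with MgCl2/KCl, 1 h at room temperature. ATP formed was read by luciferase luminescence and normalized to no-enzyme and uninhibited controls.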
HCV inhibitor: blocks hepatitis C virus; Huh7.5.1 HCVcc-Cre infection, luciferase reporter, 44 h; Potency, µM (series often up to 41.8 µM), for the others: top-dose activity change, negative = inhibition, actives largely listed as inhibitors; 340,000 compounds, 3.4% hits; note: potency is the fitted concentration of half-maximal effect; % is set by controls: 0 for no effect and ±100 for the full control effect
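Luciferase read-out (15 sec integration) after a 15 min room-temperature substrate step quantifies HCVcc-Cre infection. Cells, 1,000 per well, had compound added 4 h post-plating, then virus at ~0.5 moi, and were cultured 44 h.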
TbPYK inhibitor: blocks Trypanosoma brucei pyruvate kinase | Q57TT1 | TbPYK enzyme, Kinase-Glo Plus ATP luminescence, 45 min | Potency, µM (titrated, usually from 76.8 µM), for inactives: top-dose activity, negative = inhibition, actives largely listed as inhibitors | 410,000 compounds, 0.12% hits | AID 624173; note: potency is the fitted concentration of half-maximal effect; % is set by controls: 0 for no effect and ±100 for the full control effect; nearly all actives have a fitted effect of over 50% in size
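Screened from lowest to highest concentration, compounds were pinned into TbPYK/substrate mixtures, and ADP (130 uM final) was added. Plates sat at room temperature for 45 min prior to Kinase-Glo Plus detection by luminescence.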
Shiga toxin inh: Shiga toxin inhibition; Vero cells, Shiga toxin protein synthesis inhibition reporter; inhibition, % at 38.7 µM; 290,000 compounds, 9.2% hits; AID 2315; in the data active = inhibition mostly above about 28%, no sharp cut-off; inactive = mostly below about 43%; note: 0% is about no effect
Pf growth 48h: P. falciparum growth inhibition at 48 hours (one generation); 310,000 compounds, 5.9% hits; P. falciparum luciferase growth in erythrocytes, 48 h; Potency, µM (top dose mostly 28.7 µM), for the others: at the top dose activity change, negative = inhibition, hits mostly inhibitors; note: potency is the fitted concentration of half-maximal effect; % is set by controls: 0 for no effect and ±100 for the full control effect
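Here the parasites carry a stable luciferase gene and grow inside erythrocytes in Albumax-based RPMI medium with compound for one erythrocytic cycle. Activity is scored as loss of luminescent signal.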
Pf growth 96h: P. falciparum growth inhibition at 96 hours; Potency, µM (highest dose often 28.7 µM), inactives show at the top dose activity change, negative = inhibition, usual class: inhibitors; 320,000 compounds, 6.9% hits; AID 504834; P. falciparum luciferase reporter growth, 96 h; note: potency is the fitted concentration of half-maximal effect; % is set by controls: 0 for no effect and ±100 for the full control effect
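Two-generation exposure (96 h) targets delayed-death phenotype. Reporter parasites carrying integrated firefly luciferase, in red cells at 2% hematocrit and 0.05% parasitemia final, kept at 37 C, 5% CO2; luminescence loss indicates inhibition.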
Cycloheximide cs: counter-screen for Shiga toxin inhibitors: cycloheximide protein synthesis inhibition; cell reporter, cycloheximide protein synthesis inhibition counterscreen; max response, %; 300,000 compounds, 12% hits; in the data active = max response mostly above about 13%, no sharp cut-off; inactive = mostly below about 14%; note: read at 38.3 µM for the half of the compounds with a filed dose; 0% is about no effect
The depositor's hits bear a star; i = inactive; ? = inconclusive; . = no result given; & = joins results of further samples; [ ] = remark or other dose. Unless noted, calls come from the whole dose curve; as a rule, active = well fitted curve in the direction sought with a large enough effect; inconclusive = small, poorly fitted or top-dose-only effect, or another doubt; inactive = no such curve, though single readings can be large; an effect the other way counts as inactive or inconclusive.

Preview, 11 compounds:
Results follow in this order: LmPK inh, HCV inhibitor, TbPYK inhibitor, Shiga toxin inh, Pf growth 48h, Pf growth 96h, Cycloheximide cs
- Cn1nc([N+](=O)[O-])nc1Oc1ccccc1C(=O)N1CCOCC1
→ 4%, -2%, -9%, -2, -27%[5.75 µM], ?, -2
- CCOc1ccc(CCNC(=O)CCc2nnc3ccc(N4CCOCC4)nn23)cc1OCC
→ -4%, 2%, 5%, 0, -2%, 13µM*, -2
- N/C(=N\OC(=O)c1ccccc1Cl)c1ccccc1
→ 14µM*, ?, -17%, 70*, 129%[activator], 85%[activator], 35*
- CC(=O)C1=C(C)N(Cc2ccccc2)C(=O)N[C@H]1c1cccs1
→ 10%, 7%, -3%, -13, ?, -15%, -2
- COC(=O)c1cc(OC(=O)c2ccc(=O)[nH]c2)cc(C(=O)OC)c1
→ -4%, 9%, 5%, -10, 7%, 22%, -5
- CCN(CC)CCOC(=O)c1ccc(N/C=C(/C#N)c2nc(-c3ccc(OC)cc3)cs2)cc1
→ -3%, ?, -3%, 7, ?, ?, -2
- O=C(NC1CCOc2ccccc21)c1ccc(=O)[nH]c1 (configuration not stated)
→ 2%, 16%, 5%, 4, ?, 22%, -2
- O=C(C1CC(=O)N(c2ccc3c(c2)OCCO3)C1)N1CCN(Cc2ccccc2)CC1 (configuration not stated)
→ ., -9%, 4%, ., ?, ?, .
- COCCCn1c(=O)/c(=C\c2cccc(OC)c2OC)s/c1=C(/C#N)C(=O)Nc1ccc(C(=O)O)cc1
→ 4%, -5%, 4%, 23, ?, ?, -1
- CC(O)[C@H]1CNC(=O)C(=O)N1CCc1cc(C(F)(F)F)cc(C(F)(F)F)c1 (some centres not stated)
→ -4%, 5%, 1%, -7, 0%, 5%, 1
- COc1cccc(C(=O)OCCN2CCOCC2)c1
→ -2%, -4%, -11%, 21*, 15%, 11%, 16

The listing, previewed entries included:
Results follow in this order: LmPK inh, HCV inhibitor, TbPYK inhibitor, Shiga toxin inh, Pf growth 48h, Pf growth 96h, Cycloheximide cs
- Cn1nc([N+](=O)[O-])nc1Oc1ccccc1C(=O)N1CCOCC1
→ 4%, -2%, -9%, -2, -27%[5.75 µM], ?, -2
- CCOc1ccc(CCNC(=O)CCc2nnc3ccc(N4CCOCC4)nn23)cc1OCC
→ -4%, 2%, 5%, 0, -2%, 13µM*, -2
- N/C(=N\OC(=O)c1ccccc1Cl)c1ccccc1
→ 14µM*, ?, -17%, 70*, 129%[activator], 85%[activator], 35*
- CC(=O)C1=C(C)N(Cc2ccccc2)C(=O)N[C@H]1c1cccs1
→ 10%, 7%, -3%, -13, ?, -15%, -2
- COC(=O)c1cc(OC(=O)c2ccc(=O)[nH]c2)cc(C(=O)OC)c1
→ -4%, 9%, 5%, -10, 7%, 22%, -5
- CCN(CC)CCOC(=O)c1ccc(N/C=C(/C#N)c2nc(-c3ccc(OC)cc3)cs2)cc1
→ -3%, ?, -3%, 7, ?, ?, -2
- O=C(NC1CCOc2ccccc21)c1ccc(=O)[nH]c1 (configuration not stated)
→ 2%, 16%, 5%, 4, ?, 22%, -2
- O=C(C1CC(=O)N(c2ccc3c(c2)OCCO3)C1)N1CCN(Cc2ccccc2)CC1 (configuration not stated)
→ ., -9%, 4%, ., ?, ?, .
- COCCCn1c(=O)/c(=C\c2cccc(OC)c2OC)s/c1=C(/C#N)C(=O)Nc1ccc(C(=O)O)cc1
→ 4%, -5%, 4%, 23, ?, ?, -1
- CC(O)[C@H]1CNC(=O)C(=O)N1CCc1cc(C(F)(F)F)cc(C(F)(F)F)c1 (some centres not stated)
→ -4%, 5%, 1%, -7, 0%, 5%, 1
- COc1cccc(C(=O)OCCN2CCOCC2)c1
→ -2%, -4%, -11%, 21*, 15%, 11%, 16
- CCCc1ccc2oc(C(=O)N3CCC(O)CC3)c(C)c2c1
→ 4%, ?, 1%, 70*, 31%[activator], 19%, 44*
- O=S(=O)(Nc1ccncc1Cl)c1cccc(Cl)c1Cl
→ 4%, 3%, -2%, -6, 6%, 15%, 2
- Cc1nc(COc2ccccc2Cl)sc1-c1ccnc(N)n1
→ 1%, ?, 1%, 49*, 20%, 30%[activator], 19*
- O=C(CCCCCNc1nc(=S)[nH]c2ccccc12)N1CCN(c2ccccn2)CC1
→ 1%, ., ., -15, ?, 0%, -4
- Cc1cccc(N(CC(=O)NC2CCCCC2)C(=O)CCC(=O)Nc2nccs2)c1
→ 5%, -15%, -5%, 4, ?, -1%, 1
- CC1(c2ccc3noc(-c4cccc(F)c4)c3c2)OCCO1
→ -2%, ?, -20%, 11, 222%[activator], -24%, 10
- COc1ccc(S(=O)(=O)N2CCOC2CNC(=O)C(=O)NCCc2ccc(S(N)(=O)=O)cc2)cc1 (configuration not stated)
→ -2%, 17%, -14%, 7, 42%, ?, 4
- COc1ccc(/C=N\NC(=O)CNC(=O)C2COc3ccccc3O2)cc1[N+](=O)[O-] (configuration not stated)
→ 3%, -23%, 11%, -8, 14%, 5%, -4
- COc1cc([N+](=O)[O-])cc(/C=N/NC(=O)c2ccc(C)nc2)c1O
→ 2%, ?, -8%, -12, 33%[activator], ?, 9
- COc1cc(OC)nc(Oc2ccccc2C(=O)Oc2cccc(C)c2)n1
→ 4%, -2%, 1%, -18, 38%[activator], 77%[activator], -1
- CN1CCc2c(sc(NC(=O)CSc3ccc(F)cc3)c2-c2nc3ccccc3s2)C1
→ ., ., -9%, -13, ., ., -6
- Cc1ccc(C)c(-c2cc(C(=O)NN3CCOCC3)c3ccccc3n2)c1
→ 1%, -2%, -1%, -5, -7%, 79%[activator], -1
- COC(=O)c1ccc2c(c1)C(=O)/C(=C/c1ccc(C)cc1)O2
→ 3%, 22%, 3%, 30, 0%, ?, 9
- Cc1ccc(S(=O)(=O)N2CCN(c3ncnc4sccc34)CC2)cc1
→ 0%, 6.3µM*, -10%, -8, ?, ?, -3
- Cc1ccc(C)c(NC(=O)C2CC(O)CN2C(=O)OCc2ccccc2)c1 (configuration not stated)
→ -6%, -1%, -2%, 2, 12%, 7%, -4
- Cc1ccc(Cc2cnc(NC(=O)/C(C#N)=C/c3ccc(-c4ccccc4[N+](=O)[O-])o3)s2)cc1
→ 1%, -42%, -11%, -13, ?, 3%, -2
- Cc1ccc(NC(=O)COC(=O)C2CC2)cc1Cl
→ ., -5%, -4%, ., 14%, 33%[activator], .
- OC1(Cc2ccccc2)CCNCC1
→ 0%&5%, 15%, 2%, 7&-3, 12%&11%, 15%&14%, -1&-5
- COc1ccc(N2C(=O)C3[C@@H](C2=O)C2(Cl)C(Cl)=C(Cl)C3(Cl)C2(OC)OC)cc1 (some centres not stated)
→ 0%, 13%, -9%, -8, 5%, 7%, 0

Results follow in this order: LmPK inh, HCV inhibitor, TbPYK inhibitor, Shiga toxin inh, Pf growth 48h, Pf growth 96h, Cycloheximide cs
- CCCC(=O)N(CCN1CCOCC1)c1nc2c(C)ccc(C)c2s1
→ 1%, -3%, 1%, -5, ?, -17%, 1
- CCCN1CCC(NC(=S)Nc2ccc(S(N)(=O)=O)cc2)CC1
→ 0%, -4%, -11%, -2, -1%, -25%, -1
- CCOC(=O)N1CCN(c2c(NCCCOC(C)C)c(=O)c2=O)CC1
→ -7%, -13%, 3%, -7, 27%, 35%[activator], -2
- COc1cccc(OC)c1OCCNCCO
→ 4%, 12%, -9%, -6, -7%, 19%, -2
- Cc1cccc(Oc2cnn(C(C)(C)C)c(=O)c2Cl)c1
→ 4%, ?, -15%, 25, ?, ?, 1
- CCCCN(C(=O)c1ccc(COc2ccccc2)o1)c1c(N)n(CC(C)C)c(=O)[nH]c1=O
→ ., -26%, 1%, ., ?, ?, .
- COc1ccc(C)cc1-n1nnnc1SCC(=O)NC(=O)NCc1ccco1
→ 9%, ?, 8%, -1, ?, 37%[activator], 6
- CCCOP(=O)(OCCC)C(NC(=O)C(C)(C)C)c1ccccc1 (configuration not stated)
→ 0%, 15%, 5%, 3, 0%, 11%, -3
- COc1ccc(N2CCN(C(=O)CCN3C(=O)C4C5C=CC(C5)C4C3=O)CC2)cc1 (configuration not stated)
→ 0%, 8%, -4%, -9, 18%, -25%, -3
- CCC(=O)Nc1c(-c2ccc(C)cc2)c(=O)c2ccccc2n1C
→ -2%, 1%, -6%, -9, 29%, 2%, -2
- O=C(Nc1ccc(N2CCCC2)c(Cl)c1)c1cccnc1
→ -1%, ?, 0%, 54*, ?, ?, 39*
- CCN1CCc2c(OCc3ccc(C)cc3)cccc2C1=O
→ 1%, 6%, 2%, 22, -12%, -18%, 4
- COc1ccc(N2CCN(CC(=O)Nc3nc(C)cs3)CC2)cc1
→ 3%, -14%, 3%, -14, -4%, i, -1
- O=C(NCc1ccc2c(c1)OCO2)C1CCN(S(=O)(=O)c2ccc(F)cc2)CC1
→ -7%, 2%, -5%, -3, 6%, ?, 3
- COc1ccc(OCCNC(=O)C(c2ccccc2)c2ccccc2)cc1
→ -4%, ?, 2%, -9, 10µM*, 6%, 5
- COc1ccc(CNC2CCCc3ccccc32)cc1OC (configuration not stated)
→ -9%, -8%, 33%[activator], -5, -2%, ?, -1
- COc1ccc(C(C)=O)cc1COC(=O)c1cc(C)oc1C
→ 0%, ?, 0%, 2, -5%, ., -1
- CCOCCCNC(=O)CN1C(=O)COc2ccc(S(=O)(=O)N3CCOCC3)cc21
→ 0%, 14%, 0%&1%, -9, 19%, 12%, -2
- O=C(Nc1ccc2nc3n(c(=O)c2c1)CCCCC3)c1ccccc1Cl
→ 10%, -29%, 1%, 41, ., -16%, 23*
- Cc1ccc(C(=O)N/N=C\c2cccs2)cn1
→ -3%, 4%, 3%, 82*, 70%[activator], 17%, 25*
- CN1CCN(Cc2ccc(N)cc2)CC1
→ -6%, 2%, -4%, 27*, 69%[activator], 56%[activator], 8
- CC(=O)c1ccc(OCCCC(=O)Nc2ccc(C)c(S(=O)(=O)N3CCOCC3)c2)cc1
→ ., ?, 0%, ., ?, ?, .
- CC(=O)n1cc([C@@H]2C=C(C(=O)N3CCN(Cc4ccc5c(c4)OCO5)CC3)O[C@H](OCCCCO)C2)c2ccccc21
→ 6%, ?, -4%, -16, ?, 12µM*, -3
- O=C(CSc1nc(-c2ccccc2)nc2c1CCCC2)N1CCOCC1
→ 0%, -10%, 3%, -18, -10%, -9%, -1

Record cards (already shown). Screens in order: LmPK inh, HCV inhibitor, TbPYK inhibitor, Shiga toxin inh, Pf growth 48h, Pf growth 96h, Cycloheximide cs
Record of `CCCC(=O)N(CCN1CCOCC1)c1nc2c(C)ccc(C)c2s1` = 1%, -3%, 1%, -5, ?, -17%, 1
Record of `CCCN1CCC(NC(=S)Nc2ccc(S(N)(=O)=O)cc2)CC1` = 0%, -4%, -11%, -2, -1%, -25%, -1

Compounds were not picked by outcome; any-hit rate near 24%.
